# Compound activity from PubChem BioAssay.
# TDP2 absorb = blocks human TDP2 phosphodiesterase activity; O95551; recombinant TDP2, T5PNP hydrolysis, p-nitrophenol absorbance 415 nm; inhibition, % at 12.8 µM; hit rate 0.34% among 370,000;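 active = inhibition above the mean of all tested compounds plus 3 SD, set per campaign, cut at about 25% in these data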;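 also: 0% = DMSO with enzyme and 100% = buffer with substrate but no TDP2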
#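 Assay system: recombinant human TDP2 / Reagent: T5PNP substrate at 5 mM, a TopII-DNA adduct mimic / Measured by: epi absorbance from released p-nitrophenol / Evaluation: % inhibition relative to enzyme-containing and enzyme-free wells / Control set: enzyme-free and DMSO wells / Replicates: each compound tested once, singlicate / Schedule: enzyme reaction with compound for 2 h at 37 °C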
# DDE Tn7 FP inh = DD(E)-Tn7 binding inhibition, primary FP screen; P02675; FP displacement of FITC-Tn7 peptide from fibrin DD(E); 0% = median of compound wells per plate; inhibition, % at 8.3 µM; hit rate 0.13% among 370,000; AID 720508;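 active = inhibition above the mean of compounds falling within the control limits plus 3 SD of them, cut at about 14% in these data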;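 also: 0% = plate median of compound wells and 100% = 10 µM Aha-Tn7 peptide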
#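 system = human fibrin DD(E) protein | quantity = DD(E) 2 µM final | medium = Tris/NaCl/CaCl2 buffer, pH 7.8 | also added = labelled Tn7 tracer, 0.1 µM | compound dosing = single point at 8.3 µM | timing = compound with protein 10 min, then 3 h after probe, room temperature | signal = FP measurement | benchmarks = Aha-Tn7 high control | repeats = one replicate per compound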
# proKLK7 act = activates the human kallikrein-7 zymogen. purified proKLK7, EDANS-DABCYL substrate fluorescence; 100% is mature enzyme control, 0% vehicle. activation, % at 7 µM. hit rate 0.9% among 370,000. P49862. AID 652039;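 active = activation above the mean of all tested compounds plus 3 SD, computed per campaign excluding outliers beyond control limits, cut at about 13% in these data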
# UHRF1 MBD2 ctr = UHRF1 methyl-DNA binding inhibition; Q96T88; UHRF1 binding to methylated oligo, TR-FRET; inhibition, % at 4.4 µM; hit rate 0.75% among 370,000; in the data active = inhibition above about 21%;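 also: UHRF1 SRA domain binding a hemimethylated CpG hairpin DNA probe; 0% = median of test compound wells and 100% = reference inhibitor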
# PRMT1 FP inh = inhibitors of human PRMT1; AID 652257; hit rate 1.3% among 370,000; recombinant PRMT1, activity-based probe fluorescence polarization; inhibition, % at 2.79 µM;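 active = inhibition above about 21% made by adding two undisclosed values, limit read from the data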
# Tn6 DDE FP = inhibitors of Tn6 peptide binding to human fibrin DD(E). inhibition, % at 8.3 µM. hit rate 0.21% among 370,000. P02675. Fibrin DD(E) TRITC-Tn6 fluorescence polarization displacement;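 active = inhibition above a per-campaign cutoff: mean of compounds within control limits plus 3 SD, cut at about 15% in these data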;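 also: 0% = median of all compound wells on the plate and 100% = blocking peptide control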
# SIAE inh = blocks human sialic acid acetylesterase | inhibition, % at 9.66 µM | hit rate 0.69% among 370,000 | SIAE FP-Rh probe binding, fluorescence polarization;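 active = inhibition above a cutoff: mean of compounds within the control limits plus 3 SD of those, cut at about 17% in these data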;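 also: 0% = plate median of compound wells and 100% = probe without SIAE protein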
# Target sequence (Q9HAT2 whole entry, looked up): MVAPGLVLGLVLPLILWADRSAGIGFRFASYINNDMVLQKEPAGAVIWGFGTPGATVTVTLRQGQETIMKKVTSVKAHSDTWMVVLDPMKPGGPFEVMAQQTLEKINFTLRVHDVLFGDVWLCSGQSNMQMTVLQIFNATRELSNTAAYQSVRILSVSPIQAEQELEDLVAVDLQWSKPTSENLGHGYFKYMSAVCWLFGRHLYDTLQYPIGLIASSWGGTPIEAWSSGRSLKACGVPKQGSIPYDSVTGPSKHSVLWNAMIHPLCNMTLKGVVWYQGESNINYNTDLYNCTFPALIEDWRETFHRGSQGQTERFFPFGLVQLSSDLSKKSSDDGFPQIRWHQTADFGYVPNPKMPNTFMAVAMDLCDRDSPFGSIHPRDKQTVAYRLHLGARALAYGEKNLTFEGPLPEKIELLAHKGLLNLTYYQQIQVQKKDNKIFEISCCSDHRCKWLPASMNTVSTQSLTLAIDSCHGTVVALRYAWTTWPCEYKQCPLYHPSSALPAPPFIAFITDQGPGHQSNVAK
# TCR CD3 inh = inhibitors of human TCR-CD3 interaction | TAMRA-labeled TCR probe fluorescence, biochemical | inhibition, % at 9.4 µM | hit rate 0.37% among 360,000 | AID 651800; in the data active = inhibition above about 19%;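 also: recombinant mutant TCR 2C K166C tagged with TAMRA read by polarization; 0% = receptor in buffer alone and 100% = receptor with positive control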
# MBD2 DNA inh = inhibitors of human MBD2 binding to methylated oligonucleotide; hit rate 0.31% among 370,000; TR-FRET; Q9UBB5; inhibition, % at 4.4 µM; in the data active = inhibition above about 13%
# Target sequence (Q9UBB5 whole entry, looked up): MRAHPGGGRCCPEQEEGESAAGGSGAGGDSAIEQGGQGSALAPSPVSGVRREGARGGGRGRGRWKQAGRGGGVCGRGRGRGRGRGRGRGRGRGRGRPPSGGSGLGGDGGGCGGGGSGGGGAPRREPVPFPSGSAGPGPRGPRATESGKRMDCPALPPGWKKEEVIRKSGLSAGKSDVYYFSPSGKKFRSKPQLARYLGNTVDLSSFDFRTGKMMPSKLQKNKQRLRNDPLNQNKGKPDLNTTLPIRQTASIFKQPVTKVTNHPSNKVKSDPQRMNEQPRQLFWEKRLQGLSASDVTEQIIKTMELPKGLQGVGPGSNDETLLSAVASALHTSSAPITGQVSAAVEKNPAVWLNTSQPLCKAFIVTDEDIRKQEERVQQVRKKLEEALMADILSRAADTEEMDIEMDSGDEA
# LEDGF integ inh = blocks HIV-1 LEDGF/p75-dependent DNA integration | TR-FRET IN-LEDGF/p75 DNA integration, Eu/Cy5 | hit rate 0.64% among 370,000 | inhibition, % at 3.7 µM;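 active = inhibition above the screen-wide mean plus 3 SD, cut at about 13% in these data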;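 also: signal is the Cy5 over europium emission ratio at 671 and 618 nm; 0% = plate median of compound wells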
# * hit, by the source's call; nt = not tested or not shown. Compounds as they come. Share with any hit: about 4.6%.
smiles	DDE Tn7 FP inh	PRMT1 FP inh	UHRF1 MBD2 ctr	LEDGF integ inh	TCR CD3 inh	Tn6 DDE FP	TDP2 absorb	SIAE inh	MBD2 DNA inh	proKLK7 act
COc1ccc(CCNS(=O)(=O)c2ccc3c(c2)NC(=O)CCS3)cc1OC	0	-2	2	1	-1	-2	4	-6	0	0.0
CC/C(=C\C(=O)c1ccncc1)Nc1ccc(O)cc1	4	15	-5	3	51*	46*	14	22*	-6	0.8
COc1ccc(-n2c(CCC(=O)O)ccc2-c2ccccc2)cc1	-2	-10	1	3	0	-5	-12	12	-4	0.3
O=C(CCN1CCCCC1)NNC(=S)NC(=O)c1ccc(Br)cc1	5	0	-3	-3	5	6	-11	3	-2	0.2
Cc1ccc(NC(=O)CN2C(=O)NC3(CCCCC3)C2=O)cc1S(=O)(=O)N1CCOCC1	-2	6	0	0	1	-2	8	7	5	0.4
C[C@@H]1CN([C@H](C)CO)C(=O)CCCn2nncc2CO[C@H]1CN(C)Cc1ccc(C(=O)O)cc1	-4	4	2	0	-7	1	2	-4	-4	-0.1
CCOC(=O)C1CCCN(CC(=O)c2ccc(F)cc2)C1 (stereo unspecified)	7	-1	-1	-1	5	4	3	9	-4	-0.7
CN(c1ccccc1)S(=O)(=O)c1ccc(C(=O)NNC(=O)c2ccccc2)cc1	-1	-2	-2	-1	1	9	-5	5	-1	-0.1
COc1cc(Nc2cc(C)nc3ncnn23)cc(OC)c1OC	4	4	1	0	-2	-2	7	-1	-4	0.0
OC(c1ccccc1)(c1ccccc1)C1CCN(CCCOc2ccncc2)CC1	3	-1	1	1	-3	-5	1	22*	-1	0.3
O=C(NC1CCCCC1)NC1CCN(CC(=O)N2CCOCC2)CC1	3	1	-2	0	7	12	-2	0	-1	0.2
CCS(=O)(=O)N1Cc2ccccc2CC1C(=O)Nc1ccccc1OC (stereo unspecified)	-6	-3	-2	0	5	-2	18	4	-2	-0.5
O=[N+]([O-])c1ccc2oc(/C=C/c3ccc(O)cc3)nc2c1	-1	2	-1	-2	-1	1	7	9	2	0.3
CCC(NC(=O)c1oc2ccccc2c1COC)c1ccc(OC)cc1 (stereo unspecified)	3	-1	1	-2	2	-5	-3	-8	3	-0.2
CC(Nc1c([N+](=O)[O-])c(=O)oc2ccccc12)C(Cl)c1ccccc1 (stereo unspecified)	0	1	0	-2	5	7	-6	-3	0	0.3
COC(=O)c1ccc(Cl)c(NC(=O)CN(c2ccccc2)S(=O)(=O)c2ccc(OC)cc2)c1	-2	0	1	0	-3	7	-13	5	-2	0.7
CC(=O)Nc1ccc(S(=O)(=O)CC(=O)CS(=O)(=O)c2ccc(NC(C)=O)cc2)cc1	2	9	1	-2	5	-9	8	4	14*	0.5
Brc1ccccc1CN1CCC(N2CCCCC2)CC1	-2	2	-3	1	3	-6	-10	0	-4	-0.2
CC(=O)Cn1c(=O)oc2ccccc21	10	-2	0	-3	4	10	3	3	-2	-0.1
CCOc1ccc(S(=O)(=O)N(C)CC(=O)NCCN2CCOCC2)cc1	5	0	0	0	-9	-2	4	10	6	0.0
CCOC(=O)C1=CCN(S(=O)(=O)c2ccc(C)cc2)C1c1cccc(C)c1 (stereo unspecified)	-5	-2	0	1	6	-2	-7	-5	-2	0.9
COc1ccc(CCNC(=O)c2cc(S(=O)(=O)N(C)C)ccc2N2CCCC2)cc1OC	2	0	1	1	1	9	5	6	0	0.7
Cc1ccc(-c2cc3nc(-c4ccccc4)cc(NCCCO)n3n2)cc1	6	0	-4	1	-5	4	6	-12	2	-40
O=C(OCC(=O)N1CCCC1)c1cccs1	-4	-1	0	1	6	8	11	7	1	-0.1
Cc1ccc(CC(CC(=O)O)C(=O)NCc2ccccc2)cc1 (stereo unspecified)	-1	2	1	-1	1	3	-2	-2	0	0.4
Cc1cccc(NS(=O)(=O)c2cccc(C(=O)NCC(C)(C)N3CCOCC3)c2)c1	-5	0	2	0	5	-5	5	-2	0	-0.5
C=CCn1c(-c2cc(Cl)ccc2OC)n[nH]c1=S	-2	-3	1	5	3	-3	-5	7	-2	0.0
COc1cc(CNc2ncnc3c2ncn3[C@H]2CN(Cc3ccc4c(c3)OCO4)C[C@@H](CO)O2)cc(OC)c1OC	5	9	4	1	-1	3	-3	1	3	1.4
NNC(=O)COc1cccc(Oc2ccccc2)c1	-5	0	1	4	2	-2	-10	1	3	0.7
CCCCOc1ccc(-c2[nH]ncc2C=O)cc1	-2	-3	-1	4	4	-2	-1	6	-2	0.0
O=C(c1nc2ccccn2c1CNCCCn1ncc2ccccc21)N1CCCC1	-5	3	0	-1	-1	14	3	-4	1	0.1
Cc1cc2oc(C(=O)Nc3ccc(S(N)(=O)=O)cc3)c(C)c2cc1Cl	3	1	-3	2	-2	2	6	-6	1	0.1
O=C(O)C1(C(=O)O)CCC2(CCCCC2)CC1	-4	0	0	0	1	-1	-1	2	0	0.2
CC(C)c1ccc(N(CC(=O)NCCCN2CCOCC2)S(=O)(=O)c2ccccc2)cc1	0	3	2	-6	-21	3	-5	-1	3	-0.3
O=C(NCc1ccccc1)C(c1ccc(-c2ccccc2)cc1)n1c(=O)c(-c2cc3ccccc3[nH]2)nc2ccccc21 (stereo unspecified)	-5	1	0	0	0	5	5	-8	-3	0.2
Cc1ccc(-n2c(-c3ccccc3)c[nH]c2=S)cc1	-3	17	-2	-2	6	11	3	11	-4	-0.1
CC(=NO)C1CCC2C3CCC4CC(=NO)CCC4(C)C3C(C)(O)CC12C (stereo unspecified)	0	2	1	-1	5	6	5	-2	-3	-0.4
CC(Oc1ccc(Cl)cc1Cl)C(=O)Nc1ccc(N2CCN(C)CC2)cc1 (stereo unspecified)	-1	-3	0	-2	0	-1	2	1	5	-0.6
CC1=C(C#N)C(c2cn(-c3ccccc3)nc2-c2cccs2)C(C#N)=C(C)N1	3	2	4	-5	-4	6	-10	-6	0	0.2
N#C/C(=C\c1c(N2CCN(c3ccccc3)CC2)nc2ccccn2c1=O)S(=O)(=O)c1ccccc1	3	3	-1	-6	-15	-2	-3	0	0	-0.5
O=C(c1cc2cc(F)ccc2[nH]1)N1CCN(C(=O)c2ccco2)CC1	0	3	1	3	5	-4	-2	-2	-3	-0.4
c1cc(-c2cc3nc(NC4CCCCC4)ccn3n2)ccc1OCCN1CCOCC1	8	0	0	-3	-4	-5	7	-4	3	-2.9
Cc1cc(NC(=O)C2C3C(=O)N(CC4CCCO4)C(C(=O)NC(C)(C)C)C34C=CC2(C)O4)no1 (stereo unspecified)	-3	2	1	3	-6	4	1	-3	1	0.4
CCn1cnc2sc(C(=O)Nc3ccc4c(c3)OCO4)c(C)c2c1=O	3	2	8	-10	-6	-6	-4	1	0	-0.4
CCCN(CCC)c1nc(-c2ccccn2)nc2ccccc12	4	-1	-7	2	-6	-2	12	0	4	0.2
COc1ccc2oc(-c3ccc(NC(=O)c4ccc(N5CCOCC5)c([N+](=O)[O-])c4)cc3)nc2c1	4	0	-2	-3	1	-3	3	-5	-2	0.1
Cc1cc(NC(=O)CSc2nc(CC(C)(C)C)nc3c2c(=O)n(C)c(=O)n3C)no1	-2	5	22*	2	0	-3	-2	3	3	-0.3
O=C1CC(C(=O)N2CCN(c3ccccc3)CC2)CN1Cc1ccccc1 (stereo unspecified)	-2	5	3	-1	-4	-7	4	2	4	-0.3
OCCCc1cn(Cc2ccccc2)c2ccccc12	2	1	1	6	3	-5	2	2	-7	0.2
CC(NC(=O)C(C)N1C(=O)c2cccc([N+](=O)[O-])c2C1=O)c1ccccc1 (stereo unspecified)	-4	9	1	-3	4	-10	8	-7	0	0.2

# Copied from the results shown for reference:
smiles	DDE Tn7 FP inh	PRMT1 FP inh	UHRF1 MBD2 ctr	LEDGF integ inh	TCR CD3 inh	Tn6 DDE FP	TDP2 absorb	SIAE inh	MBD2 DNA inh	proKLK7 act
Cc1cccc(NS(=O)(=O)c2cccc(C(=O)NCC(C)(C)N3CCOCC3)c2)c1	-5	0	2	0	5	-5	5	-2	0	-0.5
C=CCn1c(-c2cc(Cl)ccc2OC)n[nH]c1=S	-2	-3	1	5	3	-3	-5	7	-2	0.0

# TCR CD3 inh: what is marked active above
smiles	DDE Tn7 FP inh	PRMT1 FP inh	UHRF1 MBD2 ctr	LEDGF integ inh	TCR CD3 inh	Tn6 DDE FP	TDP2 absorb	SIAE inh	MBD2 DNA inh	proKLK7 act
CC/C(=C\C(=O)c1ccncc1)Nc1ccc(O)cc1	4	15	-5	3	51*	46*	14	22*	-6	0.8

# (more compounds)
smiles	DDE Tn7 FP inh	PRMT1 FP inh	UHRF1 MBD2 ctr	LEDGF integ inh	TCR CD3 inh	Tn6 DDE FP	TDP2 absorb	SIAE inh	MBD2 DNA inh	proKLK7 act
CCCCNC(=O)C[C@H]1C[C@@]2(C(=O)OC)C(=C[C@H](COCc3ccccc3)O[C@@H]2C)N(Cc2ccccc2)C1=O	-5	5	1	0	nt	0	3	6	1	0.4
CCNC(=O)C1(C)CCCN1C(=O)c1ccc(C#N)cc1 (stereo unspecified)	-1	-9	0	2	-1	5	4	2	-3	0.1
COCc1c(C(=O)N/N=C\c2cccnc2)nnn1-c1nonc1N	-2	2	2	2	-1	-5	3	4	5	-1.0
COc1ccc(-c2nn(-c3ccccc3)cc2/C=C2/SC(=S)N(CCCC(=O)O)C2=O)c(C)c1	-5	3	-2	0	5	-2	24	-18	-4	-0.4
O=C(O)CN(c1ccccc1)C1SC(=O)NC1=O (stereo unspecified)	2	2	2	2	-5	-4	2	3	3	-0.6
O=C(NCc1ccc2c(c1)OCO2)C(=O)NCC1OCCN1S(=O)(=O)c1ccc(Br)cc1 (stereo unspecified)	5	0	-2	-1	0	-2	-2	-2	-1	0.1
COc1ccc(CCNC(=O)C(=O)NCCOc2ccccc2)cc1OC	-5	0	-1	1	7	-1	9	-5	-2	-0.3
CC(=O)c1cccc(NC(=S)NC(=O)Cc2ccccc2)c1	5	5	0	-3	-10	-1	-6	-16	6	1.0
O=C(C[n+]1ccc(C(=O)c2ccccc2)cc1)Nc1ccc(C(F)(F)F)cc1	-4	8	9	-1	-33	-4	-18	-11	4	0.2
Cn1ncnc1SCc1cn2cccnc2n1	-8	-3	-1	2	5	-1	10	0	-5	11
O=C(CN(C(=O)C1COc2ccccc2O1)c1ccccc1)NCC1CCCO1 (stereo unspecified)	-3	3	6	-4	-5	3	2	-5	1	-0.3
CCc1ccc(C(C)NC(=O)/C(C#N)=C\c2cn[nH]c2-c2ccccc2)cc1 (stereo unspecified)	14*	-7	18	0	9	5	-15	-18	2	-0.3
CC(=O)OCC12COC3c4ccccc4OC(C)(CC1C)C3C2C (stereo unspecified)	-12	-6	1	5	13	-4	11	8	-3	0.2
O=C(C[n+]1cc2ccccc2c2ccccc21)c1ccccc1	-3	4	1	3	5	-7	1	4	2	-3.2
